AMPAR-TARP mod: modulates AMPAR-stargazin complexes. 40,000 tested, 3.5% active. HEK293 GluA2+stargazin, membrane potential dye (FDSS), glutamate EC50; hits were called plate by plate, in both directions. O88602+P19491. calls only at 30 µM. AID 1259245;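 active means any of four per-well response measures lying three or more SD from its plate-wide compound average, in either direction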
Target sequence (O88602 whole entry, looked up): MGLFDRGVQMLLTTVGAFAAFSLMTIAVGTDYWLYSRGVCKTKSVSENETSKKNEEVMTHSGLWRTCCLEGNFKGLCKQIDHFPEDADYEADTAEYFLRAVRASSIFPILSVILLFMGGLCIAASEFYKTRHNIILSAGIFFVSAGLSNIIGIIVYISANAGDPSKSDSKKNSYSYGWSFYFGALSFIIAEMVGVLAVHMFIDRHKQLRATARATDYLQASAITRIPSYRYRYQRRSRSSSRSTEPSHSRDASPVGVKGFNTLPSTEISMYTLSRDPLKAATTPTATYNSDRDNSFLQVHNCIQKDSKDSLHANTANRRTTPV
Target sequence (P19491 whole entry, looked up): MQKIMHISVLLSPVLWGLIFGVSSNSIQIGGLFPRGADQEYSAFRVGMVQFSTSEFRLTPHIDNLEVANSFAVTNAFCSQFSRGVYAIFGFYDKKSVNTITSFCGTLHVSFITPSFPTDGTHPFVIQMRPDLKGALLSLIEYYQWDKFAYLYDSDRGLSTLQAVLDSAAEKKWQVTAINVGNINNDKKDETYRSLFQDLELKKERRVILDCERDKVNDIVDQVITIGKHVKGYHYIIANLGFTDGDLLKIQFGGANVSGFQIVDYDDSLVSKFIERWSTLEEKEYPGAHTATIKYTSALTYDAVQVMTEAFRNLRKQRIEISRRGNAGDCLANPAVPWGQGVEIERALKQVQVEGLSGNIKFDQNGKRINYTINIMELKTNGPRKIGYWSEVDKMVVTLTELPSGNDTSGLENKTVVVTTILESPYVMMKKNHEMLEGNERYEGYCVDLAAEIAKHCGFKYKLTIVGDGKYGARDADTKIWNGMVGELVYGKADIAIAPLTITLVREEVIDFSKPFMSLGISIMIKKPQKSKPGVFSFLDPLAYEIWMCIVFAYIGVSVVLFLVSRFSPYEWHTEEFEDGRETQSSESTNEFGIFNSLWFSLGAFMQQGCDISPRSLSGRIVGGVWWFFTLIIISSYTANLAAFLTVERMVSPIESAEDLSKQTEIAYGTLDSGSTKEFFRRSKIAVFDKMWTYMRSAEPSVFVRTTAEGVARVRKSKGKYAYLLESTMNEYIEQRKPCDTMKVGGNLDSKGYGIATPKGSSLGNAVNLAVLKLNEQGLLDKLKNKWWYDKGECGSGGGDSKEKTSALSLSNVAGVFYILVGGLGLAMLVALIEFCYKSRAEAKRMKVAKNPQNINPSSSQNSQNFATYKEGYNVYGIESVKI
AMPAR-TARP mod agonism max-min: further read-out of AMPAR-TARP mod, marked with its call; compound max-min signal; compound-alone response (agonism);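 unitless range of fluorescence divided by baseline over first 100 seconds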
AMPAR-TARP mod glutamate slope: recorded beside AMPAR-TARP mod, whose call it bears; glutamate slope, % of max; measured here: glutamate response slope, % max;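 scaled per plate between vehicle wells and maximal 1 mM glutamate control wells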
Active calls of the source: *; i = inactive; + = active, no number.

SMILES | AMPAR-TARP mod | AMPAR-TARP mod agonism max-min | AMPAR-TARP mod glutamate slope
Cc1ccc(NC2C=CS(=O)(=O)C2)c(C)c1 (configuration not stated) | i | 0.08 | 52
COc1ccc(-c2nnc(NC(=O)C3CCCN3S(C)(=O)=O)o2)c(OC)c1 (configuration not stated) | i | 0.14 | 58
COc1ccc(C(=O)NCC(c2ccc(C)cc2)N2CCOCC2)c(OC)c1 (configuration not stated) | i | 0.035 | 55
CN1CCN(C(CNS(=O)(=O)c2ccc3c(c2)OCCO3)c2ccc(F)cc2)CC1 (configuration not stated) | i | 0.059 | 47
Cc1cccc(CC(=O)N(CCc2ccccc2)Cc2ccccn2)c1 | i | 0.053 | 55
COc1ccc(S(=O)(=O)c2cnc(SCC(=O)Nc3cc(Cl)ccc3C)[nH]c2=O)cc1 | i | 0.16 | 50
O=C(CCC1CCCCC1)NCCn1ncc2c(N3CCCCC3)ncnc21 | i | 0.038 | 45
Cc1nc2ccccc2c(=O)n1-c1ccc(NC(=O)CC(C)C)cc1 | i | 0.071 | 2
CC(=O)c1ccc(OC(=O)COc2ccccc2Cl)cc1 | i | 0.029 | 56
Cn1cccc1C(CNS(=O)(=O)c1ccccc1Cl)N1CCCC1 (configuration not stated) | i | 0.042 | 37
COc1ccc(CC(=O)NCCNC(=O)c2ccc(NC(=O)C(C)C)cc2)cc1 | i | 0.094 | 33
COc1ccccc1CNC(=O)CC1CCCCN1S(=O)(=O)c1ccccc1 (configuration not stated) | i | 0.026 | 63
O=C(CSc1nnc(CCn2ccc(=O)[nH]c2=O)o1)N1CCc2ccccc2C1 | i | 0.045 | 39
CC(C)(C)c1cc(NC(=O)C2CN(C(=O)COc3ccccc3F)C2)on1 | i | 0.14 | 50
Cn1c(=O)c2c(ncn2CC(=O)Nc2cc(-c3ccco3)nn2CCO)n(C)c1=O | i | 0.098 | 60
Cn1c(=O)n(CC(=O)OCc2ccccc2)c(=O)c2c1nc1oc(C(C)(C)C)cn12 | i | 0.04 | 40
O=C(CS(=O)(=O)c1ccc(Cl)s1)Nc1cc(F)ccc1F | i | 0.14 | 38
COc1cc(-c2ccc(SCC(=O)NCc3ccccc3Cl)nn2)cc(OC)c1OC | i | 0.027 | 69
O=C(NCCN1CCC(c2cccs2)CC1)C(=O)NCC1CCCO1 (configuration not stated) | i | 0.062 | 60
O=C(NCC1CCN(C(=O)c2ccccc2F)CC1)c1cccc(C(F)(F)F)c1 | i | 0.036 | 53
COc1ccc(SCC(=O)Nc2nc(-c3ccncc3)cs2)cc1 | i | 0.076 | 69
CC1CCN(c2ccc(N3CCN(C(=O)c4ccco4)CC3)nn2)CC1 | i | 0.1 | 55
Cc1ccc(C)c(NC(=O)C(=O)NCCOc2ccc(F)cc2)c1 | i | 0.12 | 54
Cc1ccc(Nc2ccc(NS(=O)(=O)c3ccccc3C(F)(F)F)cc2)nn1 | i | 0.16 | 59
Cc1cc(=O)[nH]c(-n2nc(C3CC3)cc2NC(=O)CC(C)(C)C)n1 | i | 0.095 | 61

Record cards (already shown). Screens in order: AMPAR-TARP mod	AMPAR-TARP mod agonism max-min	AMPAR-TARP mod glutamate slope
Cc1ccc(Nc2ccc(NS(=O)(=O)c3ccccc3C(F)(F)F)cc2)nn1 as listed: i	0.16	59
COc1ccc(SCC(=O)Nc2nc(-c3ccncc3)cs2)cc1 as listed: i	0.076	69
COc1ccc(CC(=O)NCCNC(=O)c2ccc(NC(=O)C(C)C)cc2)cc1 as listed: i	0.094	33
O=C(NCCN1CCC(c2cccs2)CC1)C(=O)NCC1CCCO1 (configuration not stated) as listed: i	0.062	60
COc1cc(-c2ccc(SCC(=O)NCc3ccccc3Cl)nn2)cc(OC)c1OC as listed: i	0.027	69

Some of the entries so far, as tab-separated lines.
Molecule	AMPAR-TARP mod	AMPAR-TARP mod agonism max-min	AMPAR-TARP mod glutamate slope
O=C(NCC1CCN(C(=O)c2ccccc2F)CC1)c1cccc(C(F)(F)F)c1	i	0.036	53
COc1ccc(SCC(=O)Nc2nc(-c3ccncc3)cs2)cc1	i	0.076	69
CC1CCN(c2ccc(N3CCN(C(=O)c4ccco4)CC3)nn2)CC1	i	0.1	55

Returning to the listing, starting 2 compounds before the break.
SMILES | AMPAR-TARP mod | AMPAR-TARP mod agonism max-min | AMPAR-TARP mod glutamate slope
Cc1ccc(Nc2ccc(NS(=O)(=O)c3ccccc3C(F)(F)F)cc2)nn1 | i | 0.16 | 59
Cc1cc(=O)[nH]c(-n2nc(C3CC3)cc2NC(=O)CC(C)(C)C)n1 | i | 0.095 | 61
COc1nn(C)cc1-c1nnc(SCC(=O)NCc2ccccc2Cl)n1C | i | 0.085 | 57
CN1CCN(c2ccc(-c3ccc(NC(=O)Nc4ccccc4F)cc3)nn2)CC1 | i | 0.069 | 53
Cc1cc(=O)[nH]c(-n2nc(C)c(CCC(=O)NCCN3CCOCC3)c2C)n1 | i | 0.089 | 53
Cc1ccc(C(=O)NC2CC3CCC2(C)C3(C)C)cc1 (configuration not stated) | i | 0.042 | 45
COCCNC(=O)c1ccc2c(=O)n(-c3cc(C)cc(C)c3)c(SCC#N)nc2c1 | i | 0.13 | 62
Cc1cccc(-n2nnc(C(=O)NC3CCCCC3)c2N)c1 | + | 0.13* | 37*
COc1ccc(C(CNC(=O)C(=O)NC2CCCC2)N2CCOCC2)cc1 (configuration not stated) | i | 0.077 | 49
Cc1ccc2c(=O)c(-c3nc(-c4ccccc4C)no3)cn(CC(=O)NCc3ccccc3Cl)c2n1 | i | 0.036 | 48
O=C(CC(c1ccccc1)c1ccccc1)Nn1cnc2c(cnn2-c2ccccc2)c1=O | i | 0.079 | 67
CCn1nc(C)c(/C=N/NC(=O)C(C)(C)Oc2ccc(Cl)cc2)c1C | i | 0.099 | 50
C=C(C)Cn1c(N2CCC(C(N)=O)CC2)nc2c1c(=O)[nH]c(=O)n2C | i | 0.068 | 49
COc1cccc(C(=O)NNC(=O)c2ccc(=O)n(Cc3ccccc3)c2)c1 | i | 0.072 | 45
CC(C)(C)OC(=O)N1CC2CC1C(=O)O2 (configuration not stated) | i | 0.035 | 50
Cn1nc(NC(=O)Cc2noc3ccccc23)c2c1NC(=O)CC2c1ccco1 (configuration not stated) | i | 0.12 | 66
CCOCCn1c(=O)c2c(nc3n(C(C)C)c(C)c(C)n23)n(C)c1=O | i | 0.16 | 64
Cn1cccc1C(CNS(=O)(=O)c1cc(F)ccc1F)N1CCOCC1 (configuration not stated) | i | 0.087 | 59
Cn1cc(C(=O)N2CCCCCC2)cc(NC(=O)c2cccc(C(F)(F)F)c2)c1=O | i | 0.11 | 54
COCCNC(=O)Cc1ccc(NS(=O)(=O)c2ccccc2Cl)cc1 | i | 0.058 | 32
COc1ccc(CCC(=O)NCCn2ncc3c(N4CCCC4)ncnc32)cc1 | i | 0.068 | 57
Cc1nc(OC(C)C)cc(N2CCN(S(=O)(=O)c3ccccc3F)CC2)n1 | i | 0.044 | 66
Cc1cc(C)c(S(=O)(=O)NCCOc2ccc(-c3ccccc3)nn2)c(C)c1 | i | 0.055 | 60
CC(C)N1CCc2c(sc(NC(=O)c3c(F)cccc3F)c2-c2nc3ccccc3s2)C1 | i | 0.12 | 56
COC(=O)c1ccc(CSc2c(C)cnc3c2c(=O)n(C)c(=O)n3C)o1 | i | 0.09 | 52
COc1cccc(C(CNC(=O)c2ccc(Br)o2)N2CCOCC2)c1 (configuration not stated) | i | 0.024 | 46
CCOc1ccc(C(=O)Nc2ccc3c(c2)CCC(=O)N3)cc1OCC | i | 0.082 | 61
O=S(=O)(Cc1ccccc1)N1CCC(c2cccs2)CC1 | i | 0.12 | 63
O=S(=O)(CCCOc1ccc2c(c1)OCO2)N1CCc2ccccc21 | i | 0.11 | 68
CS(=O)(=O)N1CCC(CNC(=O)C(=O)NCCc2ccccc2)CC1 | i | 0.11 | 55
CC(c1ccccc1)n1c(N2CCCC2)nc2c1c(=O)n(C)c(=O)n2C (configuration not stated) | i | 0.072 | 61
COc1ccccc1C1=NN(C(C)=O)C(c2ccc3nccnc3c2)C1 (configuration not stated) | i | 0.071 | 58

A few values from the results shown:
COc1ccc(CCC(=O)NCCn2ncc3c(N4CCCC4)ncnc32)cc1 in AMPAR-TARP mod glutamate slope reads 57
O=C(CC(c1ccccc1)c1ccccc1)Nn1cnc2c(cnn2-c2ccccc2)c1=O in AMPAR-TARP mod glutamate slope reads 67
Cc1ccc2c(=O)c(-c3nc(-c4ccccc4C)no3)cn(CC(=O)NCc3ccccc3Cl)c2n1 in AMPAR-TARP mod glutamate slope reads 48
Cc1cccc(-n2nnc(C(=O)NC3CCCCC3)c2N)c1 in AMPAR-TARP mod glutamate slope reads 37*
Cc1cc(C)c(S(=O)(=O)NCCOc2ccc(-c3ccccc3)nn2)c(C)c1 in AMPAR-TARP mod agonism max-min reads 0.055

Source: PubChem (Vanderbilt High Throughput Screening Facility)

The list is partial; rates above refer to the full screens.
